Bioassay records: PubChem, several laboratories
NTR1 agonist = NTR1-driven beta-arrestin-GFP spot formation – imaging, U2OS cells, high content, primary screen (AID 493036); P30989; agonist mode; activation, % at 20 µM; 330,000 tested, 0.17% active;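 active = activation at or above 40% of the spot to cytoplasm intensity ratio, with at least 20 cells analyzed; inconclusive = wells under 20 cells, flagged as cytotoxic or low count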;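 note: 0% = DMSO without peptide and 100% = 100 nM NTR1 peptide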
Target sequence (P30989 whole entry, looked up): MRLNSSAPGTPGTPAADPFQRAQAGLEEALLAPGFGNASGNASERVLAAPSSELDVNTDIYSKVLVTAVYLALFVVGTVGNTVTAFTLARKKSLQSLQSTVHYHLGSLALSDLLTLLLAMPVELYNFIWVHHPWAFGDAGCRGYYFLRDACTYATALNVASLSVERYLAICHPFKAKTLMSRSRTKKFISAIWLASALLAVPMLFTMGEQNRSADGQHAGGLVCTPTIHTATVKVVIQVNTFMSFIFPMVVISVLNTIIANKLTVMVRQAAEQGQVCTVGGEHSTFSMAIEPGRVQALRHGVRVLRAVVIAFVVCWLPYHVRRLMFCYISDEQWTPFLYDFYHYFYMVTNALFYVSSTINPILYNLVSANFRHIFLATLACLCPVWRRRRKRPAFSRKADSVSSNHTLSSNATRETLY
GPR35 antagonists = inhibition of zaprinast-stimulated GPR35 beta-arrestin translocation – imaging, U2OS, beta-arrestin-GFP, zaprinast agonist, primary screen (AID 2058) | inhibition, % at 10 µM, or IC50 in µM where a hit was titrated | 290,000 tested, 0.052% active | U2OS GPR35 beta-arrestin-GFP translocation imaging, zaprinast antagonism; higher % means a stronger effect;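 active = inhibition of at least 50% with at least 30 cells and total cytoplasm GFP at most 10,000,000; inconclusive = under 30 cells or total GFP of 10,000,000 plus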
GPR55 LPI antagonism = GPR55 antagonists blocking LPI-driven arrestin recruitment, primary screen, imaging, U2OS, beta-arrestin-GFP, LPI agonist (AID 2013) | inhibition, % at 10 µM; hits with a dose series show IC50 in µM | 290,000 tested, 0.13% active | U2OS GPR55 beta-arrestin-GFP translocation imaging, LPI antagonism; higher % means a stronger effect;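 active = spots per cell inhibited over 60%, with over 100 cells counted and total cytoplasm intensity under 500,000; inconclusive = wells with under 100 cells, flagged as likely toxic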;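 note: U2OS cells stably carrying GPR55 and arrestin-GFP stimulated by 5 µM LPI near EC80; imaged beta-arrestin-GFP aggregate spots per cell after agonist stimulation; plate controls were LPI-stimulated DMSO wells for no effect and DMSO wells without LPI for full effect; some results filed as inactive read as strong as hits; confirmed hits need IC50 under 10 µM and bright autofluorescent wells are also inconclusive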
GPR55 activation = selective activators of receptor GPR55 – imaging, U2OS cells, beta-arrestin-GFP redistribution, primary screen (AID 1961); U2OS GPR55 beta-arrestin-GFP redistribution imaging; higher % means a stronger effect; activation, % at 10 µM; hits with a dose series show EC50 in µM; 290,000 tested, 0.048% active;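 active = activation above 40% with more than 50 cells counted in the well; inconclusive = wells holding fewer than 50 cells, flagged as toxic or sparse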;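 note: U2OS osteosarcoma cells stably expressing GPR55 and beta-arrestin-GFP; plate controls were DMSO negative control for no effect and LPI positive control for full effect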
NS5 inhibitors = flavivirus cap methylation enzyme inhibition – biochemical, confirmation dose response, primary screen (AID 588689). inhibition, % at 25 µM; hits with a dose series show IC50 in µM. Dengue-2 NS5 methyltransferase capping enzyme assay, biochemical; higher % means a stronger effect. 340,000 tested, 0.3% active; in the data active = a potency from the dose series; inconclusive = inhibition above about 29% without an active follow-up result
HIV peptide binding = cell-free HIV fusion peptide-binding blockers – biochemical, uHTS, fluorescence dequenching, primary screen (AID 1986); 290,000 tested, 0.3% active; cell-free peptide binding, fluorescence dequenching, 30 min; higher % means a stronger effect; inhibition, % at 20 µM, or IC50 in µM where a hit was titrated; in the data active = inhibition mostly above about 52%, no sharp cut-off; inactive = mostly below about 76%; note: some results filed as inactive read as strong as hits
UTI89 phage lysis = protection from phage-mediated lysis, alamar blue read-out – E. coli UTI89, K1F phage, bacterial capsule biogenesis inhibitors (AID 488966). E. coli UTI89 K1F phage lysis, alamar blue, 2 h; higher % means a stronger effect. inhibition, % at 100 µM; hits with a dose series show IC50 in µM. 340,000 tested, 0.02% active;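 active = phage lysis inhibition, versus mean bacterial control, above a set limit; inconclusive = no clear call, values can overlap the other calls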;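 note: capsule biogenesis inhibitors block K1F phage lysis so surviving cells raise fluorescence; higher fluorescence means more inhibition of phage lysis; actives were called in the ten point dose series up to 300 µM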
Siah-1 displacement = blockers of Siah-1 interaction with plectin peptide – biochemical, fluorescence polarization, rhodamine-plectin, uHTS, primary screen (AID 1817); Siah-1 / rhodamine-plectin peptide fluorescence polarization; higher % means a stronger effect; one-dose displacement, % at 20 µM; IC50 in µM for titrated hits; 290,000 tested, 0.02% active;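 active = displacement of at least 50% at 20 µM, with a fluorescence ratio check between 0.3 and a set limit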;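 note: plate controls were Siah plus tracer with DMSO for no effect and tracer alone without Siah for full effect; strong numbers were not always called active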
AID2073 = disruptors of CaV2.2 binding to Mint1 – biochemical, HTRF (AID 2073); HTRF protein-protein interaction, Mint1-CaV2.2; higher % means a stronger effect; inhibition, % at 20 µM; hits with a dose series show IC50 in µM; 290,000 tested, 0.19% active; in the data active = inhibition mostly above about 51%, no sharp cut-off; inconclusive = no clear call, values can overlap the other calls; inactive = mostly below about 53%; note: some results filed as inactive read as strong as hits
NTR1 agonist cell count 20 µM = also measured in NTR1 agonist; calls as there; cell count; measured here: cell count, cytotoxicity flag
NS5 inhibitors pilot replicate = also measured in NS5 inhibitors; calls as there; inhibition, %; measured here: pilot screen replicate inhibition
The depositor's hits bear a star; ? = inconclusive; / = not tested or not shown; [ ] = another dose, or the depositor's remark.

SMILES	NTR1 agonist	NTR1 agonist cell count 20 µM	GPR35 antagonists	GPR55 LPI antagonism	GPR55 activation	NS5 inhibitors	HIV peptide binding	UTI89 phage lysis	Siah-1 displacement	AID2073	others
CC1=Nc2ccc(C)cc2/C1=C/c1c(N)n2nc(CC(=O)N3CCOCC3)sc2nc1=O	-1.2	68	-2%	8%	-0.1%	-30%	6.7%	0.1%	-1%	18%
O=C(CCn1c(=S)[nH]c2cc3c(cc2c1=O)OCO3)N1CCc2ccccc2C1	0.5	83	1%	5%	-0.1%	/	2.4%	/	-4%	-26%
O=C(NCCc1ccco1)C(=O)NCC1OCCCN1S(=O)(=O)c1ccccc1 (stereo unspecified)	0.7	61	3%	4%	0.0%	-3%	1.3%	0.2%[50 µM]	0%	5%
Cc1nc(CCNS(=O)(=O)c2cccs2)cs1	-1.0	30	2%	3%	-0.2%	3%	-0.1%	1.2%	-2%	-3%
O=C(/C=C/Nc1ccc(F)c(F)c1)c1cccs1	3.3	47	14%	1%	-0.2%	-6%	0.3%	0.0%	-6%	11%
Cc1c(C(=O)NC2CCCCC2)sc2ncnc(N3CCN(c4ccccc4)CC3)c12	0.9	70	-4%	5%	0.3%	2%	-1.0%	0.2%	1%	15%
CN(C)CCN(Cc1cccs1)S(=O)(=O)c1csc(C(N)=O)c1	-0.9	62	-10%	-2%	-0.1%	1%	-0.3%	0.1%	-2%	7%
CC(=O)c1ccc(N2CCN(C(=O)Nc3ccc(F)cc3F)CC2)cc1	1.6	48	-5%	5%	-0.4%	-6%	-0.1%	0.5%	-4%	-3%
COc1cnc(SCc2ccc(Cl)cc2Cl)nc1Cl	8.8	60	14%	13%	-0.2%	-4%	-1.1%	-0.7%	-8%	11%
CCc1nc(SCC(=O)NCc2ccco2)c2c(=O)n(C)c(=O)n(C)c2n1	-0.5	80	-4%	7%	0.3%	3%	0.2%	2.9%	-1%	-6%
Cc1cc(=O)c2ccccc2n1Cc1ccccc1	2.0	88	1%	11%	-0.1%	11%	-1.0%	0.5%	13%	-9%
Cc1ccc(/C=N/NC(=O)CN2C(=O)CSc3ccccc32)o1	-0.5	54	-5%	6%	-0.1%	2%	0.2%	0.2%	1%	22%
COc1cc(NC(=O)CSc2nc3ccccc3c(=O)n2C)ccc1NC(=O)c1ccco1	4.8	91	10%	8%	0.1%	9%	1.6%	3.8%	3%	18%
Cc1ccc(-c2[nH]n3c(=O)c4c(nc3c2C)CCCC4)cc1	7.9	95	3%	-11%	-2.3%	-5%	-4.7%	0.5%	-1%	-6%	NS5 inhibitors pilot replicate=2.1
CCOc1ccc(NC(=O)CSc2nccn2Cc2ccco2)cc1	-0.6	68	-7%	10%	-0.1%	-5%	-2.3%	0.1%	4%	18%
Cc1cc(C(F)(F)F)nn1CC(=O)Nc1ccc2c(c1)OCO2	0.6	59	-18%	12%	-0.1%	2%	0.6%	0.1%	4%	10%
CCCCCCCN1C(Nc2ccccc2)=NC[C@@H]1CC(C)C	-0.4	91	3%	20%	-0.2%	6%	-1.1%	2.5%	-1%	10%
CCCc1nnc(NC(=O)CN2C(=O)C3C4C=CC(C4)C3C2=O)s1 (stereo unspecified)	-0.4	71	-6%	10%	0.4%	-1%	3.7%	0.2%	3%	-9%
COc1ccc(OC)c(NC(=O)c2cccc(S(=O)(=O)N3CCN(C(C)=O)CC3)c2)c1	-0.8	36	2%	9%	-0.1%	-5%	0.4%	-0.1%	4%	-1%
O=C(O)c1cnn(-c2ccccc2)c1-c1ccccc1	2.5	70	-9%	4%	-0.2%	1%	-1.5%	1.1%	2%	7%
CC(C)C(=O)N1CCN(c2ccc(NC(=O)COc3ccccc3[N+](=O)[O-])cc2)CC1	24	35	-3%	-11%	-0.1%	/	1.2%	/	2%	-7%
Cc1cc(C)c2nc(/N=C(\N)NC(=O)Nc3ccccc3)nc(C)c2c1	13	62	21%	25%	-0.3%	4%	-0.1%	0.8%	-9%	2%
Cn1nccc1C(=O)OCC(=O)Nc1ccccc1Cl	-0.6	49	-1%	6%	0.2%	-7%	-0.6%	0.2%	12%	-3%
CCOC(=O)C1CCN(S(=O)(=O)c2cccc(-c3cn4cc(Cl)ccc4n3)c2)CC1	4.5	46	1%	-10%	-0.2%	-17%	-3.5%	-0.3%	-8%	7%
Cn1ncc(Br)c1C(=O)Nc1c(F)c(F)cc(F)c1F	11	83	-6%	2%	-0.2%	-13%	-0.6%	-0.5%	6%	-1%
Cn1c(=NC(=O)C2CC2)sc2cccc(F)c21	1.8	79	4%	6%	0.3%	1%	2.8%	1.5%	-1%	-3%
CCc1ccc(N(C(=O)c2snc(C(N)=O)c2N)C(C(=O)NCC2CCCO2)c2cccs2)cc1 (stereo unspecified)	3.5	36	-11%	-1%	-0.4%	6%	-0.3%	-1.4%	1%	-4%
CC1CCc2c(sc(N)c2C(=O)OC(C)C)C1 (stereo unspecified)	0.2	47	-4%	3%	-0.2%	-6%	-1.6%	-0.9%	-1%	-35%
COc1cccc2sc(NNC(=O)C3=COCCO3)nc12	-0.6	58	-8%	1%	0.2%	-25%	-1.0%	4.2%	7%	-8%
O=C(c1cnn(C(=O)c2cccc(S(=O)(=O)N3CCOCC3)c2)c1)c1cc(Cl)cc(Cl)c1O	-1.0	63	4%	1%	0.5%	/	1.7%	/	2%	12%
CN(C)Cc1c(C#N)c2ccccc2n1C	1.4	66	6%	1%	0.1%	-21%	-1.9%	5.6%	2%	0%
O=C(Nc1ccccc1)c1nn(-c2ccccc2)c(=O)cc1C(F)(F)F	1.6	55	25%	-4%	0.3%	?	21%	0.4%	-3%	3%
CC(C)c1ccc(OCC(=O)NNC(=O)c2cnccn2)cc1	-0.3	50	-10%	7%	0.3%	-11%	-0.9%	-0.5%	1%	-2%
COc1ccc(NC(=O)N2C3CCCC2CC(NC(=O)C2CC2)C3)cc1 (stereo unspecified)	-0.2	47	5%	-14%	0.7%	-8%	-0.3%	0.0%	3%	5%
CCC(Sc1nnc(C)c(=O)[nH]1)C(=O)Nc1cccc2ccccc12 (stereo unspecified)	0.1	57	0%	7%	-0.2%	4%	2.2%	0.1%	1%	5%
Cc1ccnc(NC(=S)NC(=O)c2ccco2)c1	-0.9	68	4%	22%	-0.1%	0%	-0.2%	2.5%	-3%	-11%
COC(=O)c1ccc(-n2c(C)cc(C(=O)CCl)c2C)cc1	4.2	40	7%	6%	5.1%	-16%	-1.7%	-0.3%	7%	-2%
O=C1NC(c2ccc(Cl)cc2Cl)Oc2ccccc21 (stereo unspecified)	1.7	68	4%	3%	-0.2%	2%	0.5%	0.1%	-1%	8%	NS5 inhibitors pilot replicate=4.9
O=C(NCCN1CCOCC1)c1cc2sccc2n1Cc1ccc(F)cc1	2.8	64	8%	1%	0.2%	-1%	-1.2%	1.4%	3%	0%
CCOC(=O)C(=O)Nc1ccccc1C(=O)NC(C)C	-1.2	44	16%	-5%	-0.1%	-7%	-0.4%	5.8%	6%	-8%
CCOCCCNC(=S)N(CCCN(C)C)Cc1cc2cc3c(cc2[nH]c1=O)OCCO3	0.3	65	-2%	4%	0.3%	-1%	-2.8%	1.2%	-2%	-10%
COc1ccc(C(CC(=O)Nc2ccccn2)N2Cc3ccccc3C2=O)cc1OC (stereo unspecified)	1.2	82	11%	12%	0.5%	-1%	-0.4%	0.1%	9%	1%
COc1cc(SC)ccc1C(=O)NCCOc1ccc(Cl)cc1	-1.0	64	4%	6%	0.6%	-3%	1.1%	4.9%	7%	0%
O=C(Nc1ccc(N2CCOCC2)cc1)C1CC(=O)N(c2ccccc2)C1 (stereo unspecified)	-0.3	90	10%	20%	0.4%	-3%	0.4%	0.2%	4%	-8%
CC(=O)NC1c2ccccc2C(=O)N1Cc1ccccc1 (stereo unspecified)	-1.0	51	-3%	-7%	-0.3%	2%	1.6%	0.5%	2%	2%
COc1cc(C(CC(=O)N2CCCC2)c2c(OC)cc(OC)c3c(-c4ccccc4)cc(=O)oc23)cc(OC)c1OC (stereo unspecified)	-4.6	69	-6%	2%	6.6µM*	-3%	4.0%	-0.9%	27%	4%
O=C(NC(=S)Nc1ccc(CN2CCOCC2)cc1)c1ccc(-c2cccc(Cl)c2)o1	5.1	53	7%	14%	1.0%	-4%	1.4%	0.3%	13%	-4%
CCOc1ccccc1N1CCN(C(=O)CCCN2C(=O)c3cccc4cccc(c34)C2=O)CC1	3.1	43	6%	-9%	-0.1%	-5%	-2.9%	1.0%	-6%	-1%
O=C(c1cccc(S(=O)(=O)N2CCc3ccccc32)c1)N1CCN(c2ccccn2)CC1	-0.6	35	-2%	7%	-0.4%	-7%	0.5%	-1.7%	4%	-5%
O=C(NCC(c1ccco1)N1CCCCC1)c1ccc(OCc2ccccc2)cc1 (stereo unspecified)	0.3	48	6%	31%	0.4%	-4%	-1.5%	-0.1%	19%	12%
Remaining list, next part.
SMILES	NTR1 agonist	NTR1 agonist cell count 20 µM	GPR35 antagonists	GPR55 LPI antagonism	GPR55 activation	NS5 inhibitors	HIV peptide binding	UTI89 phage lysis	Siah-1 displacement	AID2073	others
CC1(C)N=C2C(=[N+]1[O-])CCC/C2=N\O	-1.3	97	5%	-8%	-0.2%	-3%	-4.2%	0.8%	0%	-7%
CCOc1ccccc1N1CCN(CC(O)COc2ccc3c(C)cc(=O)oc3c2)CC1 (stereo unspecified)	-0.6	50	0%	4%	0.2%	-3%	-1.9%	-0.8%	2%	-5%
COc1ccc(NC(=O)c2nc(-n3nc(C)cc3C)ccc2Cl)cc1Cl	12	38	-4%	9%	0.1%	-7%	-1.2%	2.0%	10%	16%
CCN(c1ccccc1C)S(=O)(=O)c1nnc(NC(=O)c2ccco2)s1	0.7	56	8%	5%	-0.2%	3%	22%	-0.1%	3%	16%
COCCN1CCn2c(nc3cc(NC(=O)Cn4nc(C)c5ccccc5c4=O)ccc32)C1	0.7	58	8%	-1%	-0.2%	-1%	-3.0%	0.6%	5%	31%
